HKDC1 inhibitor = inhibitors of human hexokinase HKDC1; recombinant HKDC1, G6PDH/diaphorase resazurin coupled fluorescence; 340,000 compounds, 0.16% hits; inhibition, % at 20 µM; Q2TB90;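 active = inhibition above about 35% when tested at 20 µM, limit read from the data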;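 also: plate controls were DMSO wells with enzyme for no effect and DMSO wells lacking enzyme for full effect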
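System: Recombinant HKDC1 hexokinase | Amount: HKDC1 at 5 µg/mL | Reagent: Glucose with 1 mM ATP | Doses: Single 20 µM dose | Incubation: Reaction time 90 min, room temperature, protected from light | Signal: Coupled resazurin fluorescence, excitation 525 nm, emission 613 nm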
SENP7 block = blocks the human protease SENP7; Q9BQF6; recombinant SENP7, Z-RLRGG-aminoluciferin luminescence, 40 min; inhibition, % at 5 µM; 330,000 compounds, 1.5% hits; AID 434973;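 active = inhibition above about 50% at the single test dose, limit read from the data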;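 also: plate controls were DMSO with enzyme for no effect and no enzyme buffer wells for full effect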
Target sequence (Q9BQF6 706-1050 limits assumed): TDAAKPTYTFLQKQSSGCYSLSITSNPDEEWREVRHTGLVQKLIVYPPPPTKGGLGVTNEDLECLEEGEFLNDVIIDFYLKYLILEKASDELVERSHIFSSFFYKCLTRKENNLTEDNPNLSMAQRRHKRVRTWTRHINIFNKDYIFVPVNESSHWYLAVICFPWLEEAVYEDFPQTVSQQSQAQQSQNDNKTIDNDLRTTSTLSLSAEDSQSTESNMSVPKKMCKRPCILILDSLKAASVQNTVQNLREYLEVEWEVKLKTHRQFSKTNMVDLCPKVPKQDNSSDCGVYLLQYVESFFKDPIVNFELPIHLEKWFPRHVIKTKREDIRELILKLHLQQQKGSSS
ATG4B inh = blocks human ATG4B protease cleavage of LC3 substrate; inhibition, % at 8.33 µM; Q9Y4P1; 340,000 compounds, 0.51% hits; ATG4B cleavage of LC3-PLA2, NBD-HPC fluorescence, 1 h; in the data active = inhibition above about 40%
Target sequence (Q9Y4P1 whole entry, looked up): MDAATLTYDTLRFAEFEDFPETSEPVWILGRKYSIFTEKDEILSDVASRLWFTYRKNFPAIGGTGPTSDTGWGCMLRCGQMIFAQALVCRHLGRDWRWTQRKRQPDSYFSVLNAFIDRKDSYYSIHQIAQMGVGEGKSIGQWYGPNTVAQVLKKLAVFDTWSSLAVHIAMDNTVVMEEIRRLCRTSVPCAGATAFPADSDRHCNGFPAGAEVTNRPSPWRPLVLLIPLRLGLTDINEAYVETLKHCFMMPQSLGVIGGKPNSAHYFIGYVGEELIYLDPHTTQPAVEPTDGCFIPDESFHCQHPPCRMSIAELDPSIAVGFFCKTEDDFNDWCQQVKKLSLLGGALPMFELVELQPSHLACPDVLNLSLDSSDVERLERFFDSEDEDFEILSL
MPTP block = inhibitors of mitochondrial permeability transition pore. isolated mouse mitochondria, Ca2+ swelling absorbance, 30 min. inhibition, % at 10 µM. 360,000 compounds, 1.4% hits;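 active = inhibition of 50% or more, scaled per plate between neutral and stimulator controls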;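 also: 0% = DMSO wells given calcium and 100% = 1 mM EGTA wells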
PfG6PD inh = PfG6PD (Plasmodium falciparum) enzyme inhibition. PfGluPho enzyme, NADPH resazurin-diaphorase fluorescence. inhibition, % at 20 µM. 350,000 compounds, 0.78% hits;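 active = inhibition reaching at least a set limit at 20 µM in the primary screen, cut at about 59% in these data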;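 also: 0% = DMSO wells with substrate and 100% = DMSO wells lacking glucose-6-phosphate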
NR3A LBD binder = NR3A (human) ligand-binding domain modulation; Tm shift relative to glycine control, % at 25 µM; 340,000 compounds, 2.5% hits; NR3A LBD differential scanning fluorimetry, Tm shift; 0% = protein alone, 100% = glycine-bound protein;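 active = melting temperature shift of at least 10% of the positive control shift, at one fixed dose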
SENP8 inh = blocks human SENP8 cleavage of Nedd8 substrate; recombinant SENP8, Nedd8 substrate fluorescence; 360,000 compounds, 0.64% hits; Q96LD8; inhibition, % at 20 µM; in the data active = inhibition mostly above about 40%, no sharp cut-off; inactive = mostly below about 27%
Target sequence (Q96LD8 whole entry, looked up): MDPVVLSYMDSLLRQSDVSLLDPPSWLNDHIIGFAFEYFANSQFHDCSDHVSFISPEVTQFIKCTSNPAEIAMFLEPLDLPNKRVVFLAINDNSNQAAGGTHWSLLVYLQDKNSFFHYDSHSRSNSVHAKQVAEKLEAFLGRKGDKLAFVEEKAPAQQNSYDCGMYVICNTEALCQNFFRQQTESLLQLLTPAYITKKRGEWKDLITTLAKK
SENP6 inh = inhibitors of human SENP6 protease. Recombinant SENP6 catalytic domain, aminoluciferin luminescence. inhibition, % at 10 µM. Q9GZR1. AID 2599. 330,000 compounds, 1.8% hits;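 active = inhibition above about 50% at the single tested dose, limit read from the data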;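 also: plate controls were DMSO wells with enzyme for no effect and DMSO wells lacking enzyme for full effect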
Active calls of the source: *; · = not tested or not shown.

1. O=C(c1cccc(F)c1)N1CCN(C(=O)c2cc3nc(-c4ccco4)cc(C(F)(F)F)n3n2)CC1
2. Cc1nn(C(C)(C)C)c(OC(=O)c2ccc(Br)o2)c1Sc1ccccc1
3. Cc1ccc(C(=O)CCC(=O)OCC(=O)Nc2c(C)nn(-c3ccccc3)c2C)cc1
4. O=C(CN(Cc1ccc(F)cc1)C(=O)CCC(=O)Nc1nccs1)NCc1ccccc1
5. COc1cccc(CN2CCNC(=O)C2CC(=O)NC2CCOCC2)c1OC (centres undefined)
6. Cc1ccc(S(=O)(=O)NC(C)C(=O)NCc2ccc(Cl)cc2)cc1 (centres undefined)
7. Cc1sc(NC(=O)Cn2[nH]c(=O)c3ccccc3c2=O)nc1-c1ccccc1
8. C/C(=N\NC(=S)NC(C)C)c1ccc(Cl)c([N+](=O)[O-])c1
assay / entry	1	2	3	4	5	6	7	8
HKDC1 inhibitor	-6	6	-5	-6	-3	6	-3	8
SENP7 block	5	-7	13	-1	2	1	1	19
ATG4B inh	-13	2	-1	1	-5	-12	-4	6
MPTP block	1.1	35	-0.3	-2.3	-2.3	3.0	2.5	3.3
PfG6PD inh	8	-3	3	-4	18	13	13	-13
NR3A LBD binder	-2	1	1	-1	3	1	-4	0
SENP8 inh	-307	5	0	0	-38	24	-45	19
SENP6 inh	-12	3	-9	-4	5	22	-10	23

9. CCCCCn1c(NCc2ccco2)nc2ccccc21
10. O=S1(=O)CCOCCCN1Cc1cccc(F)c1
11. Clc1ccc(CN2CCN(/N=C/c3ccco3)CC2)cc1
12. COc1cccc(NC(=O)CS(=O)(=O)c2cn(CC(=O)N3CCOCC3)c3ccccc23)c1
13. BrC(=C\c1ccccc1)/C=N/N1CCN(c2ccccn2)CC1
14. COc1ccc(C(C)=O)cc1COc1ccc(Cl)cc1Cl
15. CC(C)CNC(=O)CN1C(=O)NC2(CCc3ccccc32)C1=O (centres undefined)
16. COCCCNC(=S)NNC(=S)Nc1ccc(F)cc1F
assay / entry	9	10	11	12	13	14	15	16
HKDC1 inhibitor	-6	-10	-3	0	-5	-5	-5	-18
SENP7 block	7	13	0	1	-1	-2	-15	9
ATG4B inh	-3	3	-4	5	-2	0	3	-4
MPTP block	0.0	-1.9	-0.4	3.8	-1.1	0.4	-1.0	1.7
PfG6PD inh	7	8	4	-9	22	11	0	-10
NR3A LBD binder	-4	-2	-1	-1	-19	3	0	4
SENP8 inh	7	13	7	12	4	14	16	13
SENP6 inh	4	-10	-22	-17	12	1	-31	-11

17. Cc1cccc(Nc2ccc(C(=O)N3CCOCC3)cn2)c1
18. OCCC1CN(Cc2cccn2-c2ccccn2)CCN1Cc1ccccc1 (centres undefined)
19. CCOc1ccc(OCC)c(S(=O)(=O)NC2CC(C)(C)NC(C)(C)C2)c1
20. COc1ccc(CN2CCC(N3CC(C)OC(C)C3)CC2)c(OC)c1 (centres undefined)
21. Cc1nc(SCC(=O)Nc2ccc3c(c2)OCCO3)c2oc3ccccc3c2n1
22. CC(=Nc1ccc(O)cc1)c1sc2ccccc2c1O
23. CCN(CC)c1ccc(NC(=O)c2ccco2)cc1
24. CCN(CC)CCNC(=O)NC1CCCCC1
assay / entry	17	18	19	20	21	22	23	24
HKDC1 inhibitor	-4	-2	-6	0	-6	2	-8	4
SENP7 block	-5	5	-3	-3	3	79*	8	4
ATG4B inh	-4	-4	9	2	0	-14	-4	-1
MPTP block	-0.9	3.5	0.3	0.1	-0.9	0.2	0.4	2.3
PfG6PD inh	11	-4	-3	2	-2	18	18	-22
NR3A LBD binder	0	-2	-1	0	-3	-6	-1	-2
SENP8 inh	-80	-8	20	9	20	16	11	16
SENP6 inh	0	-18	-5	-10	14	89*	-22	-7

By substructure: the entries above containing fluorine.
1. O=C(c1cccc(F)c1)N1CCN(C(=O)c2cc3nc(-c4ccco4)cc(C(F)(F)F)n3n2)CC1
4. O=C(CN(Cc1ccc(F)cc1)C(=O)CCC(=O)Nc1nccs1)NCc1ccccc1
10. O=S1(=O)CCOCCCN1Cc1cccc(F)c1
16. COCCCNC(=S)NNC(=S)Nc1ccc(F)cc1F
assay / entry	1	4	10	16
HKDC1 inhibitor	-6	-6	-10	-18
SENP7 block	5	-1	13	9
ATG4B inh	-13	1	3	-4
MPTP block	1.1	-2.3	-1.9	1.7
PfG6PD inh	8	-4	8	-10
NR3A LBD binder	-2	-1	-2	4
SENP8 inh	-307	0	13	13
SENP6 inh	-12	-4	-10	-11

Going on with the list:
25. O=C(NCc1ccc2c(c1)OCO2)C1CCC(=O)N1C1CCCC1 (centres undefined)
26. O=C1c2ccccc2C(=O)C1c1nccc2ccccc12
27. CCOCCn1c(N2CCCC2)nc2c1c(=O)[nH]c(=O)n2C
28. Cc1ccsc1C(=O)NCC(=O)OCc1ccccc1
29. C=CCOc1cccc(C(=O)N2CCCC(Nc3ccc4c(c3)OCCO4)C2)c1 (centres undefined)
30. CC(C(=O)c1c[nH]c(C(=O)N=CN(C)C)c1)c1ncc(C(F)(F)F)cc1Cl (centres undefined)
31. COc1ccc(C(=O)Nc2c(-c3ccccc3)nc3ccccn23)c(OC)c1
32. O=c1c2c(nc3nc(NCc4cccc5ccccc45)[nH]n13)CCC2
assay / entry	25	26	27	28	29	30	31	32
HKDC1 inhibitor	2	-1	-5	-5	9	-2	-4	-4
SENP7 block	-12	96*	-7	-1	3	6	8	0
ATG4B inh	-1	-4	2	4	-2	-11	-5	-3
MPTP block	0.7	0.9	0.0	-0.3	-2.2	-0.9	-0.8	-0.9
PfG6PD inh	-3	-12	1	-3	51	3	9	12
NR3A LBD binder	-1	-1	0	-1	1	1	1	-1
SENP8 inh	-2	34	19	2	8	4	1	-9
SENP6 inh	-14	97*	-15	-3	10	13	20	-20

33. CCOC(=O)C1=C(C)NC(=O)NC1c1ccc(OC(C)C(=O)O)c(OC)c1 (centres undefined)
34. COC(=O)c1c(C(=O)OC)c(-c2cccc(F)c2)n2c1CS(=O)C2 (centres undefined)
35. CCCNS(=O)(=O)c1ccc(OCC(=O)NCC2CCCO2)cc1 (centres undefined)
36. Cc1cc2nc(CO)[nH]c2cc1C
37. CCN(CC(=O)Nc1ccc(NC(C)=O)cc1)C(=O)Cc1ccccc1F
38. COc1ccc(C2OC(=O)C(C)(C)C(=O)C2(C)C)cc1OC (centres undefined)
39. CCCN(CCC)c1nc(Cl)nc(NCCN2CCOCC2)n1
40. C=CCN1CCN(C(c2ccccc2)c2nnnn2CCC(C)C)CC1 (centres undefined)
assay / entry	33	34	35	36	37	38	39	40
HKDC1 inhibitor	-2	-4	-4	2	-6	-3	11	-1
SENP7 block	1	-10	-8	-1	1	0	-1	10
ATG4B inh	-8	-7	-4	-2	-16	-11	-3	-3
MPTP block	-1.3	-0.2	0.0	-0.6	-0.7	4.4	-3.4	-1.0
PfG6PD inh	5	0	-7	-15	-2	-7	2	-15
NR3A LBD binder	1	1	1	15*	-1	-1	2	4
SENP8 inh	4	9	4	-1	2	12	14	18
SENP6 inh	-4	-12	-38	-20	18	3	2	-10

41. CC(C)CN1C(=O)C(=Nc2cccnc2)c2ccccc21
42. COc1ccc(CN(Cc2cc3cc4c(cc3[nH]c2=O)OCO4)C(=O)NC2CCCCC2)cc1
43. COC(=O)c1ccc([C@@H]2C[C@H]3CN(Cc4cccnc4)C(=O)[C@]34CCCN24)cc1
44. CCc1nnc(NC(=O)CSc2nnc(-c3ccoc3C)n2-c2ccc(C)cc2)s1
45. Cc1cc(NC(=O)CN2CCCCC2)n(-c2ccccc2)n1
46. O=C(Cn1nc(-c2ccccc2)c2ccccc2c1=O)Nc1cccnc1
47. Cc1nn(C)c(Cl)c1/C=C/C(=O)O
48. C/C(=N\NC(=O)CSc1nc2ccccc2[nH]1)c1ccncc1
assay / entry	41	42	43	44	45	46	47	48
HKDC1 inhibitor	5	-6	-10	2	-7	-4	-7	3
SENP7 block	-3	-10	-6	2	-7	-13	1	1
ATG4B inh	-11	27	8	-12	-10	-6	-1	-4
MPTP block	-1.8	-2.3	-0.6	-3.6	2.4	0.2	-1.3	-0.4
PfG6PD inh	4	-6	3	-14	8	-16	-4	9
NR3A LBD binder	-1	1	1	0	0	0	-3	-1
SENP8 inh	3	-405	-1	5	16	11	3	6
SENP6 inh	-12	-13	3	-8	-13	-32	-6	1

49. COc1ccc(N(CC(=O)NCc2cccs2)S(=O)(=O)c2c(C)nn(C)c2C)cc1
50. CNC(=S)NNC(=O)c1cccn(Cc2ccc(Cl)c(Cl)c2)c1=O
51. Cc1ccc(C(=O)NNC(=O)C2CSC3(C)CCC(=O)N23)cc1 (centres undefined)
52. Cc1[nH]nc(Nc2ccccc2)c1[N+](=O)[O-]
53. Cc1ccc(NC(=O)COC(=O)C2CSC3(C)CCC(=O)N23)c(C)c1 (centres undefined)
54. CC1Cc2cc(S(=O)(=O)N3CCCC(C(=O)N4CCCCC4)C3)ccc2N1C(=O)C1CC1 (centres undefined)
55. CCCCC(=O)NC(c1ccc(OC)c(OC)c1)c1c(O)ccc2ccccc12 (centres undefined)
56. COCC(C)NC(=S)NC(=O)c1cc(S(=O)(=O)N2CCOCC2)ccc1C (centres undefined)
assay / entry	49	50	51	52	53	54	55	56
HKDC1 inhibitor	-4	-6	-9	-4	-5	2	8	-10
SENP7 block	0	-3	-2	5	-5	3	-6	9
ATG4B inh	-7	-8	-7	4	-42	-6	-3	-5
MPTP block	0.3	-0.2	1.0	0.9	0.3	1.2	-0.2	2.3
PfG6PD inh	-7	28	3	10	13	9	-3	-9
NR3A LBD binder	-2	-2	·	-1	2	0	-5	1
SENP8 inh	-1	-81	10	34	19	9	-125	7
SENP6 inh	-8	-11	-8	1	-19	16	-20	-1

Entries listed so far printed as active in NR3A LBD binder:
cpd	SMILES	HKDC1 inhibitor	SENP7 block	ATG4B inh	MPTP block	PfG6PD inh	NR3A LBD binder	SENP6 inh
36	Cc1cc2nc(CO)[nH]c2cc1C	2	-1	-2	-0.6	-15	15*	-20

Additional structures
57. O=c1ccc(-c2ccc(S(=O)(=O)Nc3ccc(F)cc3)s2)n[nH]1
58. c1ccc(COc2ccc(OCCCNC3CCCC3)cc2)cc1
59. CC(=O)c1ccccc1NC(=O)CSc1n[nH]c(=O)n1C1CC1
60. COc1ccc(Cc2nnc(NC(=O)Cc3cccs3)s2)cc1OC
assay / entry	57	58	59	60
HKDC1 inhibitor	11	-2	-1	3
SENP7 block	-4	4	2	-4
ATG4B inh	-4	-5	-3	-1
MPTP block	-2.3	90*	-1.1	0.5
PfG6PD inh	-11	-7	4	14
NR3A LBD binder	2	-1	-1	0
SENP8 inh	9	20	3	11
SENP6 inh	5	-16	7	-15
